High-throughput results as filed in PubChem BioAssay.
CCT modulator = changes cytosolic chaperonin activity; actives 0.3% (n = 360,000); purified chaperonin ATPase assay, HTRF ADP detection, 30 min; activity change, % (no concentration beside the values), hits read low; in the data active = activity change below about -30%; note: % is set by controls: 0 for no effect and ±100 for the full control effect
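Nucleotide hydrolysis assay: TRiC at 20–40 nM final (set by batch activity) with 10 uM ATP, 30 min at 37 °C, in presence of 76 uM compound. Detection by competitive ADP HTRF, 30 min ambient.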
MmCpn inh = blocks the Methanococcus maripaludis chaperonin Mm-Cpn. purified Mm-Cpn ATPase, ADP Transcreener TR-FRET. Potency, µM (top dose mostly 76.9 µM), inactives show top-dose activity, negative = inhibition, actives largely listed as inhibitors. actives 0.031% (n = 330,000); note: potency is the fitted concentration of half-maximal effect; % is set by controls: 0 for no effect and ±100 for the full control effect; nearly all actives have a fitted effect of over 80% in size
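Purified archaeal Mm-CPN (25nM final) preincubated 10 min at 37degC with compound, then 10uM ATP for 30 min at 37degC; ADP measured by HTRF Transcreener TR-FRET; buffer 30 mM TRIS pH 7.4, 100mM KCl, 5mM MgCl2, 1mM DTT.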
HepG2 viability = kills HepG2 cells in TGF-b inhibitor counter-screen. HepG2 CAGA-GFP viability, ATP luminescence, 18 h. Potency, µM (titrated, usually from 46.1 µM), for the others: top-dose activity change, negative = cytotoxicity, usual class: cytotoxic. actives 0.76% (n = 410,000). AID 588856; note: potency is the fitted concentration of half-maximal effect; some results filed as inactive show a strong effect at the top dose
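CellTiter-Glo luminescence gave cytotoxicity after 18 hours at 37 degrees C. The cells were HepG2 CAGA-GFP in 1% FBS DMEM, stimulated with 500 pg/mL TGF-beta after compound addition. %Activity was normalised to no-cell wells (complete cell-killing) and DMSO (no toxicity), and curves were fitted and classified.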
TGFb inhibitor = inhibitors of TGF-b signaling | Potency, µM (top dose mostly 46.1 µM), without a hit: at the top dose activity, negative = inhibition, usual class: inhibitors | actives 1.2% (n = 410,000) | HepG2 CAGA-GFP TGF-b/SMAD3 reporter, GFP fluorescence, 18 h; TGF-beta stimulated, 500 pg/mL final; note: potency is the fitted concentration of half-maximal effect; % is set by controls: 0 for no effect and ±100 for the full control effect; nearly all actives have a fitted effect of over 65% in size
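Inhibition was scored as loss of TGF-beta-induced (500 pg/mL final, 18 hours, 37 degrees C) GFP in HEPG2 cells carrying a CAGA-GFP reporter, in DMEM with 1% FBS. Well GFP was summed per cell; Activity was normalised to unstimulated and stimulated DMSO wells, then concentration-response fitting.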
Nrf2 activator = activators of Nrf2 (ARE) signaling; actives 0.31% (n = 410,000); AREc32 ARE-luciferase reporter (MCF7-derived line), luminescence, 24 h; Potency, µM (titrated, usually from 46.1 µM), inactives show at the top dose activation, hits mostly activators; note: potency is the fitted concentration of half-maximal effect; % of control where 0% means no effect; nearly all actives have a fitted effect of over 65% in size
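AREc32 cells carrying an ARE-driven firefly luciferase, 1000 cells/well in OPTI-MEM with 5% FBS, dosed after overnight attachment and incubated 24 hr at 37 deg C. Steady-Glo luminescence read after 30 min at RT.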
A549 tox = kills or reduces viability of A549 cells in Nrf2 counter-screen; A549 ARE-Fluc cells, CellTiter-Fluor viability, 18-24 h; Potency, µM (top dose mostly 46 µM), without a hit: top-dose activity change, negative = cytotoxicity, hits mostly inhibitors; actives 0.16% (n = 390,000); AID 504648; note: potency is the fitted concentration of half-maximal effect; % is set by controls: 0 for no effect and ±100 for the full control effect
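Cytotoxicity counterscreen: CellTiter-Fluor fluorescence was measured in A549 ARE_Fluc cells after 18-24 h of compound exposure in a concentration series. The subsequent BugLite luminescent read reports ARE-luciferase activity.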
pAkt inh = blocks phosphorylation of Akt. Neuro2A IGF-stimulated pAkt S473 HTRF, 20 min; active compounds read low. activity change, % for hits at 50 µM. actives 0.32% (n = 360,000); in the data active = activity change below about -80%; inconclusive = mostly about -51% to -80%; note: % is set by controls: 0 for no effect and ±100 for the full control effect
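Neuro2A cells in DMEM with 0.5% FBS, overnight at 37 deg C, given compound at single 50 µM final, then IGF (6 nM final) for 20 min at 37 deg C. Lysed; phospho-Akt Ser473 by HTRF after 24 h, 665/615 ratio.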
S2 tox = reduces viability in counter-screen for ATXN expression inhibitors. Potency, µM (top dose mostly 56.7 µM), most hits filed as cytotoxic. S2 cells (HEK-293 line with an ATXN2-luciferase reporter) viability, CellTiter-Fluor protease fluorescence, 24 h. actives 0.49% (n = 400,000); note: potency is the fitted concentration of half-maximal effect; nearly all actives have a fitted effect of over 40% in size
Nrf2 block = inhibitors of Nrf2 signaling | Potency, µM (series often up to 46 µM), for the others: top-dose activity change, negative = inhibition, hits mostly inhibitors | A549 ARE-Fluc reporter, luciferase luminescence, 18-24 h | actives 2.1% (n = 360,000); note: potency is the fitted concentration of half-maximal effect; % is set by controls: 0 for no effect and ±100 for the full control effect; nearly all actives have a fitted effect of over 60% in size
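In this cell-based qHTS, ARE-driven firefly luciferase in A549 cells reports Nrf2 activity; the luminescent signal after BugLite lysis is the measured value, with a prior CellTiter-Fluor read for cell health.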
* = called active by the depositor. Unless noted, calls come from the whole dose curve; as a rule, active = well fitted curve in the direction sought with a large enough effect; inconclusive = small, poorly fitted or top-dose-only effect, or another doubt; inactive = no such curve, though single readings can be large; an effect the other way counts as inactive or inconclusive.

`COc1cccc(CNC(=O)CSc2ncc(S(=O)(=O)c3ccc(C)c(Cl)c3)c(=O)[nH]2)c1` gave HepG2 viability 4.4%, TGFb inhibitor 0.7%, Nrf2 activator -1.7%, A549 tox 0.0% and S2 tox inactive.
Screening CC(NCc1ccc(N(C)C)cc1)C1CC2CCC1C2 (centres undefined) returned CCT modulator -0.1, MmCpn inh 1.9%, HepG2 viability -35.1%, TGFb inhibitor 3.4%, Nrf2 activator -0.8%, A549 tox -9.6%, pAkt inh inactive, S2 tox inactive and Nrf2 block 1.7%.
Screening CN(CC(=O)N1CCN(c2ccccn2)CC1)S(=O)(=O)c1ccc(Br)cc1 returned CCT modulator 1.2, MmCpn inh -1.0%, HepG2 viability -4.3%, TGFb inhibitor -4.3%, Nrf2 activator 0.4%, A549 tox -0.7%, pAkt inh inactive, S2 tox inactive and Nrf2 block -0.1%.
Screening O=C(c1cc(-c2ccncc2)nc2ccccc12)N1CCN(c2ncccn2)CC1 returned CCT modulator -1.8, MmCpn inh 1.4%, HepG2 viability -1.6%, TGFb inhibitor 13.7%, Nrf2 activator 0.4%, A549 tox -7.9%, pAkt inh inactive, S2 tox inactive and Nrf2 block 19.6%.
For C[C@@H]1CN([C@H](C)CO)C(=O)CCCn2nncc2CO[C@@H]1CN(C)C(=O)Nc1ccc2c(c1)OCO2 the results were CCT modulator 2.7, HepG2 viability 3.4%, TGFb inhibitor -0.7%, Nrf2 activator -0.2%, pAkt inh inactive and S2 tox inactive.
CCC(C(=O)Nc1ccc(C(C)=O)cc1)n1c(C)c2cnn(-c3ccccc3)c(=O)c2c1C (centres undefined) was read as HepG2 viability -21.6%, TGFb inhibitor -24.4%, Nrf2 activator 4.5%, A549 tox -1.3%, S2 tox inactive and Nrf2 block -11.8%.
For CCCC1(c2ccccc2)NC(=O)N(CC(=O)Nc2cc(C)on2)C1=O (centres undefined) the results were CCT modulator 1.0, MmCpn inh -0.5%, HepG2 viability 3.9%, TGFb inhibitor -6.7%, Nrf2 activator 0.4%, A549 tox 0.8%, pAkt inh inactive, S2 tox inconclusive and Nrf2 block inconclusive.
`Cc1ccc2nc(SCC(=O)Nc3ccc(Cl)cc3)nc(=O)n2c1` gave CCT modulator 0.2, MmCpn inh -1.7%, HepG2 viability 11.6%, TGFb inhibitor -0.6%, Nrf2 activator 2.8%, A549 tox -26.6%, pAkt inh inactive, S2 tox inconclusive and Nrf2 block inconclusive.
O=C(NCCN1CCOCC1)/C(=C\c1ccc(F)cc1)NC(=O)c1ccccc1 was read as CCT modulator -2.3, MmCpn inh -0.9%, HepG2 viability 0.7%, TGFb inhibitor -2.8%, Nrf2 activator -0.2%, A549 tox -2.3%, pAkt inh inactive, S2 tox inactive and Nrf2 block -1.5%.
`Cc1ccc(C)n1/N=C1/NC(=O)CS1` gave CCT modulator 0.0, MmCpn inh 2.4%, HepG2 viability -1.0%, TGFb inhibitor 2.1%, Nrf2 activator 0.0%, A549 tox -7.1%, pAkt inh inactive, S2 tox inactive and Nrf2 block 5.8%.
`CCOC(=O)c1ccccc1NC(=O)COC(=O)CSC(C)C(=O)Nc1cc(C)on1` (centres undefined) gave CCT modulator -1.3, MmCpn inh -1.0%, HepG2 viability 0.0%, TGFb inhibitor -1.9%, Nrf2 activator -1.0%, A549 tox -10.3%, pAkt inh inactive, S2 tox inactive and Nrf2 block -1.7%.
`O=C(O)CCCCCN1C(=O)C2CCCCC2C1=O` (centres undefined) gave CCT modulator 1.2, MmCpn inh 1.6%, HepG2 viability -13.9%, TGFb inhibitor -13.5%, Nrf2 activator 0.1%, A549 tox 7.0%, pAkt inh inactive, S2 tox inactive and Nrf2 block 1.5%.
For O=C(O)CSc1nc(SCc2ccccc2Cl)nc2c1CCCC2 the results were CCT modulator 1.5, MmCpn inh -0.4%, HepG2 viability -20.2%, TGFb inhibitor -1.3%, Nrf2 activator -0.6%, A549 tox -5.1%, pAkt inh inactive, S2 tox inactive and Nrf2 block inconclusive.
For OCCOC1CCCc2oc(-c3ccccc3)c(C#CC3(O)CCCCC3)c21 (centres undefined) the results were CCT modulator 0.5, Nrf2 activator inconclusive, pAkt inh inactive and S2 tox inconclusive.
`Cc1nn(CC(=O)N(C)C)c(=O)c2ccccc12` gave CCT modulator 0.1, MmCpn inh 1.7%, HepG2 viability 2.2%, TGFb inhibitor inconclusive, Nrf2 activator -0.1%, A549 tox -6.0%, pAkt inh inactive, S2 tox inactive and Nrf2 block -1.9%.
COC(=O)CSc1nc2sc3c(c2c(=O)n1-c1ccccc1)C(C)CCC3 (centres undefined) was read as HepG2 viability 0.5%, TGFb inhibitor -18.2%, Nrf2 activator 0.4%, A549 tox -0.9%, S2 tox inactive and Nrf2 block 4.0%.
`C=CCNC(=O)COc1ccc(N(C)S(=O)(=O)c2ccc(NC(C)=O)cc2)cc1` gave CCT modulator -0.8, MmCpn inh 0.9%, HepG2 viability -23.4%, TGFb inhibitor inconclusive, Nrf2 activator -0.2%, A549 tox 10.1%, pAkt inh inactive, S2 tox inactive and Nrf2 block 1.5%.
`COc1ccc(Cl)cc1C(=O)NNC(=O)C1COc2ccccc2O1` (centres undefined) gave CCT modulator -0.7, MmCpn inh 0.0%, HepG2 viability -4.1%, TGFb inhibitor -8.2%, Nrf2 activator 5.3%, A549 tox 3.1%, pAkt inh inactive, S2 tox inactive and Nrf2 block -15.7%.
For Cc1ccc2c(CC(=O)O)coc2c1C the results were CCT modulator 1.3, MmCpn inh 1.2%, HepG2 viability 2.1%, TGFb inhibitor 23.0%, Nrf2 activator 0.6%, A549 tox -1.1%, pAkt inh inactive, S2 tox inactive and Nrf2 block 3.5%.
For O=C(CCC(=O)N1CCN(S(=O)(=O)c2ccc(Cl)cc2)CC1)Nc1cccc(Br)c1 the results were CCT modulator -0.7, MmCpn inh -2.3%, HepG2 viability 26.4%, TGFb inhibitor 1.0%, Nrf2 activator -0.5%, A549 tox -2.4%, pAkt inh inactive, S2 tox inconclusive and Nrf2 block 3.0%.
For COc1ccc2c(c1)CC(C(=O)Nc1ccc(Br)c(C)c1)CO2 (centres undefined) the results were HepG2 viability -8.6%, TGFb inhibitor 0.4%, Nrf2 activator 0.1%, A549 tox -0.1% and S2 tox inactive.
For COc1ccc(C(=O)Nc2cc(C)nn2-c2nc3ccccc3[nH]2)c(OC)c1 the results were CCT modulator -4.6, MmCpn inh -8.4%, HepG2 viability -36.1%, TGFb inhibitor -16.2%, Nrf2 activator 0.5%, A549 tox -7.6%, pAkt inh inactive, S2 tox inconclusive and Nrf2 block inconclusive.
Screening CC12C(=O)N(c3ccccc3)C(=O)C1C(c1ccccc1)N1CCCN12 (centres undefined) returned CCT modulator -2.7, MmCpn inh 0.1%, HepG2 viability -0.3%, TGFb inhibitor 0.7%, Nrf2 activator -1.2%, A549 tox -0.2%, pAkt inh inactive, S2 tox inconclusive and Nrf2 block -0.4%.
For C#CCOc1ccc(/C=C2/C(=O)N(c3cccc(C(=O)O)c3)N=C2C)cc1OC the results were CCT modulator -0.4, MmCpn inh -6.5%, HepG2 viability -9.6%, TGFb inhibitor 0.9%, Nrf2 activator 0.9%, A549 tox -2.9%, pAkt inh inactive, S2 tox inactive and Nrf2 block inconclusive.
Screening COc1cccc(C(=O)NNc2nc(C)cc(C)n2)c1 returned CCT modulator -0.5, MmCpn inh 2.0%, HepG2 viability -16.5%, TGFb inhibitor -26.8%, Nrf2 activator 2.4%, A549 tox -6.3%, pAkt inh inactive, S2 tox inactive and Nrf2 block 0.3%.
`C=CCn1c(SCc2cc(=O)n3ccsc3n2)nc2scc(C3CC3)c2c1=O` gave CCT modulator 0.5, MmCpn inh -4.2%, HepG2 viability -37.5%, TGFb inhibitor 4.3%, Nrf2 activator 3.3%, A549 tox -8.8%, pAkt inh inactive, S2 tox inactive and Nrf2 block inconclusive.
Screening O=c1[nH]c2ccc(Cl)cc2c(-c2ccccc2)c1N1CCOCC1 returned CCT modulator -3.0, MmCpn inh -1.1%, HepG2 viability -39.4%, TGFb inhibitor -1.3%, Nrf2 activator 2.9%, A549 tox 4.6%, pAkt inh inactive, S2 tox inactive and Nrf2 block -19.7%.
For Cn1c(=O)c(=O)n(C)c2cc(N3CCOCC3)c(NS(=O)(=O)c3ccc(Br)cc3)cc21 the results were CCT modulator -8.5, MmCpn inh -28.1%, HepG2 viability -4.5%, TGFb inhibitor -5.4%, Nrf2 activator -0.7%, A549 tox 1.3%, pAkt inh inactive, S2 tox inactive and Nrf2 block -15.1%.
Screening CCOC(=O)c1ccc(NC(=O)CCn2ccc(C)n2)cc1 returned HepG2 viability 2.9%, TGFb inhibitor 20.1%, Nrf2 activator 0.9%, A549 tox -14.4%, S2 tox inactive and Nrf2 block -30.0%.
`CCCCCOC(=O)c1ccc(Nc2nc(C(=O)OCC)nc3ccccc23)cc1` gave HepG2 viability -18.8%, TGFb inhibitor -10.7%, Nrf2 activator 0.3%, A549 tox 0.1%, S2 tox inactive and Nrf2 block 13.0%.
Cc1ccc2cc(CN(C(=O)C3CCCO3)C3CCCCC3)c(=O)[nH]c2c1 (centres undefined) was read as CCT modulator -1.4, MmCpn inh 1.2%, HepG2 viability 0.1%, TGFb inhibitor -2.6%, Nrf2 activator 0.3%, A549 tox -4.1%, pAkt inh inactive and S2 tox inactive.
For CCCS(=O)(=O)NC(=O)C1(C)CCN(C(=O)COCc2ccccc2)C1 (centres undefined) the results were CCT modulator -2.5, HepG2 viability -40.6%, TGFb inhibitor -14.4%, Nrf2 activator -0.9%, pAkt inh inactive and S2 tox inconclusive.
